NTR1 agonist: agonists of NTR1, primary screen, imaging, U2OS cells, beta-arrestin-GFP, high content (AID 493036); activation, % at 20 µM; NTR1-U2OS beta-arrestin-GFP spot imaging, agonist mode; 0.17% of 330,000 active; P30989;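 active = activation at or above 40% of the spot to cytoplasm intensity ratio, with at least 20 cells analyzed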;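 note: 0% = DMSO without peptide and 100% = 100 nM NTR1 peptide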
Target sequence (P30989 whole entry, looked up): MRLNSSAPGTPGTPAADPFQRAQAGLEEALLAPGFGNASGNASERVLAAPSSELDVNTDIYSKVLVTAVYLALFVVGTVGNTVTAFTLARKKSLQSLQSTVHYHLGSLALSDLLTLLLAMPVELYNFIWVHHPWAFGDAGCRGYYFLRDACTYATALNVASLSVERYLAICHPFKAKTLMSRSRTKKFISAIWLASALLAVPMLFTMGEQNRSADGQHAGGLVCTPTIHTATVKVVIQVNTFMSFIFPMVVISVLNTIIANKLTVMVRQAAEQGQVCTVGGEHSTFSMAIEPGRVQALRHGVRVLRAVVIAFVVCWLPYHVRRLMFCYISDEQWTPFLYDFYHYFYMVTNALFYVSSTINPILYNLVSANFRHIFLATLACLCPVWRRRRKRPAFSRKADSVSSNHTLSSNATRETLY
GPR55 LPI antagonism: GPR55 antagonists blocking LPI-driven arrestin recruitment, primary screen, imaging, U2OS, beta-arrestin-GFP, LPI agonist (AID 2013) | U2OS GPR55 beta-arrestin-GFP translocation imaging, LPI antagonism; higher % means a stronger effect | one-dose inhibition, % at 10 µM; IC50 in µM for titrated hits | 0.13% of 290,000 active;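 active = spots per cell inhibited over 60%, with over 100 cells counted and total cytoplasm intensity under 500,000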;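 note: U2OS cells stably carrying GPR55 and arrestin-GFP stimulated by 5 µM LPI near EC80; imaged beta-arrestin-GFP aggregate spots per cell after agonist stimulation; plate controls were LPI-stimulated DMSO wells for no effect and DMSO wells without LPI for full effect; some results filed as inactive read as strong as hits; confirmed hits need IC50 under 10 µM and bright autofluorescent wells are also inconclusive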
Hep lipid drop: hepatic lipid droplet formation modulation; inhibition, % at 6.5 µM; AML12 mouse hepatocytes, oleate lipid droplets, BODIPY imaging; AID 1656; 0.4% of 240,000 active;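 active = lipid droplet intensity inhibited by at least 50%, with more than 500 cells counted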
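Material – AML12 mouse liver cells · Also added – oleate loading, 100 µM · Compound dosing – 6.5 µM single-point dosing · Times – overnight treatment with compound plus oleate · Measured by – fluorescence imaging, 20x objective, two fields per well · Read-out – percent inhibition of filter-corrected integrated lipid droplet intensity per well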
T cell modulator: modulates CD8 T cell binding to vesicles; 2C CD8+ T cell-vesicle binding, flow cytometry; hits give low values; calls only at 7 µM; 0.068% of 330,000 active;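 active = response, share of CD8 T cells binding vesicles, and their 90th percentile fluorescence all below set limits, cut at about 80% in these data, passing the limit was not always enough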
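Test system: purified 2C TCR transgenic mouse naive CD8+ T cells. Probe or stimulus: QL9-peptide-loaded Drosophila micro-vesicles bearing Ld, ICAM-1 and B7-1. Incubation: binding step 1.5 h, 37 °C, antibody labelling 20 min, ice. Measured by: flow cytometry of vesicle-bound cells.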
LYP inhibition: inhibitors of LYP phosphatase, biochemical, fluorescence intensity, uHTS (AID 1779) | recombinant LYP phosphatase, fluorescence intensity; higher % means a stronger effect | inhibition, % at 11.5 µM, or IC50 in µM where a hit was titrated | 0.054% of 290,000 active; in the data active = inhibition above about 50%;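 note: plate controls were vehicle with enzyme for no effect and no enzyme for full effect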
SV40 large T antigen: TAg ATPase/helicase activity blockers – biochemical (AID 1903). SV40 large T antigen ATPase/helicase inhibition assay; higher % means a stronger effect. inhibition, % at 20 µM, or IC50 in µM where a hit was titrated. 0.39% of 310,000 active; in the data active = a potency from the dose series; note: strong numbers were not always called active
GPR55 beta-arrestin: selective activators of receptor GPR55 – imaging, U2OS cells, beta-arrestin-GFP redistribution, primary screen (AID 1961); U2OS GPR55 beta-arrestin-GFP redistribution imaging; higher % means a stronger effect; activation, % at 10 µM; hits with a dose series show EC50 in µM; 0.048% of 290,000 active;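 active = activation above 40% with more than 50 cells counted in the well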;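 note: U2OS osteosarcoma cells stably expressing GPR55 and beta-arrestin-GFP; plate controls were DMSO negative control for no effect and LPI positive control for full effect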
Rac1 GTP hydrolysis: MgcRacGAP GTPase-activating activity inhibitors, confirmation, biochemical, ADP Hunter fluorescence. MgcRacGAP-stimulated Rac1 GTP hydrolysis, ADP Hunter fluorescence; higher % means a stronger effect; GST-tagged Rac1 F28L mutant substrate. one-dose inhibition, % at 30 µM; IC50 in µM for titrated hits. 0.6% of 340,000 active;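 active = first-screen hits whose inhibition reached a set limit at any dose in the follow-up dose series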;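 note: fluorescence reports GDP produced by GAP-driven GTP hydrolysis; strong numbers were not always called active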
GPR35 antagonists: inhibition of zaprinast-stimulated GPR35 beta-arrestin translocation – imaging, U2OS, beta-arrestin-GFP, zaprinast agonist, primary screen (AID 2058). U2OS GPR35 beta-arrestin-GFP translocation imaging, zaprinast antagonism; higher % means a stronger effect. inhibition, % at 10 µM, or IC50 in µM where a hit was titrated. 0.052% of 290,000 active;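 active = inhibition of at least 50% with at least 30 cells and total cytoplasm GFP at most 10,000,000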
Hep lipid drop cells 6.5 µM: recorded beside Hep lipid drop, whose call it bears; cell count; measured here: cell count, cytotoxicity flag;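 cells counted across two imaged fields per well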
T cell modulator vesicle-bound %: second read-out of T cell modulator, no call of its own (marks repeat the call); double positive events, %; measured here: CD8+ vesicle-bound cell fraction;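 binding gate set so that unloaded-vesicle control wells show 10% double positive cells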
NTR1 agonist cell count 20 µM: second read-out of NTR1 agonist, no call of its own (marks repeat the call); cell count; measured here: cell count, cytotoxicity flag
An asterisk follows results filed as active; i = inactive; · = not tested or not shown.

The first 8 entries as a preview:
SMILES	NTR1 agonist	NTR1 agonist cell count 20 µM	GPR55 LPI antagonism	Hep lipid drop	Hep lipid drop cells 6.5 µM	T cell modulator	T cell modulator vesicle-bound %	LYP inhibition	SV40 large T antigen	GPR55 beta-arrestin	Rac1 GTP hydrolysis	GPR35 antagonists
O=C(NC(=O)N1CCCCCC1)c1ccc(Cl)cc1	2.0	45	1%	10	852	i	62	-4%	21%	0.3%	7%	2%
COc1ccc(CCN(C(=O)C(F)(F)F)C(C(=O)NC2CCCCC2)c2ccc(C)s2)cc1 (stereo not given)	1.4	39	-2%	·	·	i	26	-2%	-1%	-0.1%	1%	37%
Cn1c(NC(=O)/C=C/c2c(F)cccc2Cl)cc(=O)n(C)c1=O	-0.6	41	-2%	14	708	i	25	-8%	20%	-0.2%	·	-2%
Cn1cnnc1SCC(=O)Nc1c(F)cc(F)cc1Br	1.7	68	2%	-4	791	i	44	-5%	2%	-0.1%	4%	8%
CN(C)c1ccc([N+](=O)[O-])cc1C(=O)NCC(c1ccco1)N(C)C (stereo not given)	0.4	77	-4%	-7	710	i	9	-7%	3%	-0.2%	6%	-4%
CCCc1nn(C)c2c(=O)[nH]c(-c3cc(S(=O)(=O)N(CCO)CCO)ccc3OCC)nc12	0.1	62	4%	-3	741	i	42	-1%	23%	0.2%	4%	-17%
CCOc1ccccc1NC(=O)NNS(=O)(=O)c1ccc([N+](=O)[O-])cc1	1.0	53	2%	6	820	i	3	-10%	12%	0.2%	8%	1%
O=C(Nc1ccccc1)C1=C[C@H](c2coc3ccccc3c2=O)C[C@H](OCc2ccc(CO)cc2)O1	-0.2	87	1%	-3	625	i	39	-3%	4%	-0.2%	9%	4%

Results (from the top)
SMILES	NTR1 agonist	NTR1 agonist cell count 20 µM	GPR55 LPI antagonism	Hep lipid drop	Hep lipid drop cells 6.5 µM	T cell modulator	T cell modulator vesicle-bound %	LYP inhibition	SV40 large T antigen	GPR55 beta-arrestin	Rac1 GTP hydrolysis	GPR35 antagonists
O=C(NC(=O)N1CCCCCC1)c1ccc(Cl)cc1	2.0	45	1%	10	852	i	62	-4%	21%	0.3%	7%	2%
COc1ccc(CCN(C(=O)C(F)(F)F)C(C(=O)NC2CCCCC2)c2ccc(C)s2)cc1 (stereo not given)	1.4	39	-2%	·	·	i	26	-2%	-1%	-0.1%	1%	37%
Cn1c(NC(=O)/C=C/c2c(F)cccc2Cl)cc(=O)n(C)c1=O	-0.6	41	-2%	14	708	i	25	-8%	20%	-0.2%	·	-2%
Cn1cnnc1SCC(=O)Nc1c(F)cc(F)cc1Br	1.7	68	2%	-4	791	i	44	-5%	2%	-0.1%	4%	8%
CN(C)c1ccc([N+](=O)[O-])cc1C(=O)NCC(c1ccco1)N(C)C (stereo not given)	0.4	77	-4%	-7	710	i	9	-7%	3%	-0.2%	6%	-4%
CCCc1nn(C)c2c(=O)[nH]c(-c3cc(S(=O)(=O)N(CCO)CCO)ccc3OCC)nc12	0.1	62	4%	-3	741	i	42	-1%	23%	0.2%	4%	-17%
CCOc1ccccc1NC(=O)NNS(=O)(=O)c1ccc([N+](=O)[O-])cc1	1.0	53	2%	6	820	i	3	-10%	12%	0.2%	8%	1%
O=C(Nc1ccccc1)C1=C[C@H](c2coc3ccccc3c2=O)C[C@H](OCc2ccc(CO)cc2)O1	-0.2	87	1%	-3	625	i	39	-3%	4%	-0.2%	9%	4%
CC(=O)OCC(=O)Nc1ccccc1OC(F)F	0.3	31	8%	6	673	i	28	-1%	7%	1.1%	6%	-4%
O=c1[nH]c2c(c(=O)n1Cc1ccccc1)CCC2	-0.6	68	-6%	0	764	i	41	-4%	-1%	-0.1%	2%	1%
CCOc1ccc(C(=O)NCC(=O)OCC(=O)NC2CCCC2)cc1	6.7	55	26%	2	701	i	29	2%	5%	0.2%	9%	-13%
CC(=O)c1ccc(NC(=O)CN2CCC(NC(=O)C3CCCCC3)CC2)cc1	-0.5	57	10%	-3	645	i	47	-3%	7%	-0.1%	2%	-4%
CCCCn1c(N)c(N(CC(C)C)C(=O)c2cc(-c3ccc(F)cc3)nc3ccccc23)c(=O)[nH]c1=O	-0.4	55	·	·	·	i	14	·	5%	·	4%	·
COC(=O)CCS(=O)(=O)c1cc(Cl)ccc1Cl	-1.3	93	7%	·	·	i	42	-8%	5%	-0.2%	5%	10%
COc1ccc(CNC(=O)c2c(N)n(CCCN3CCOCC3)c3nc4ccccc4nc23)cc1	14	74	14%	27	799	i	41	-13%	-2%	-0.1%	12%	-25%
O=C(COc1ccc2c(c1)CCC2)NCc1cccc(Cl)c1	0.1	68	1%	-4	595	i	41	1%	13%	0.6%	2%	7%
COc1ccc2c(c1)c(C(=O)CN1CCC3(CC1)OCCO3)c(C)n2C	-1.3	30	-3%	·	·	i	10	-7%	2%	-0.2%	13%	-12%
CCOC(=O)c1cccc(NC(=O)N[C@@H](C)C(=O)OC)c1	-0.3	43	23%	·	·	i	25	-6%	9%	-0.2%	-2%	-9%
COc1cccc2cc(-c3nc(-c4cccs4)cs3)c(=O)oc12	0.3	81	1%	·	·	i	12	-7%	6%	0.7%	4%	9%
N#C/C(=C(/O)c1ccc([N+](=O)[O-])o1)c1nc2ccccc2[nH]1	3.1	53	-4%	-22	683	i	34	-9%	16%	-0.1%	4%	14%
Cc1csc(NC(=O)CSc2nc(C(C)C)nc3ccccc23)n1	-1.2	59	0%	-10	748	i	28	-11%	5%	-0.3%	5%	-14%
O=C(Cn1cc([N+](=O)[O-])cn1)NCc1ccccc1Cl	-0.6	39	·	·	·	i	49	·	7%	·	12%	·
O=C(Nc1scc(-c2ccccc2)c1C(=O)O)c1ccc(F)cc1	1.6	48	-4%	0	800	i	61	-8%	11%	0.2%	24%	-2%
COc1ccc(NC(=O)CS(=O)(=O)c2cccc(Cl)c2)cc1	-0.7	97	-3%	·	·	i	12	-13%	2%	0.0%	9%	-7%
Cc1cc(NC(=O)COc2ccc3ccccc3c2)no1	0.1	71	-2%	-8	817	i	29	-6%	6%	-0.1%	5%	-6%
O=C(Cc1n[nH]c(=O)c2ccccc12)NC(c1ccccc1)c1ccccc1	3.7	65	4%	-9	690	i	20	-8%	10%	0.0%	-9%	-2%
OCC1(Cc2ccc(F)cc2)CCCN(CCCC(F)(F)F)C1 (stereo not given)	-0.6	56	39%	-3	832	i	55	-7%	4%	0.4%	-8%	8%
O=C(Nc1ccc(S(=O)(=O)N2CCCC2)cc1)c1ccc(Br)o1	-0.5	37	18%	-6	765	i	20	-12%	10%	0.2%	7%	6%
O=C1CC(C(=O)N2CCc3ccccc32)CN1c1ccccc1 (stereo not given)	0.0	43	14%	-4	826	i	31	-6%	12%	0.3%	8%	-6%
Cc1oc(-c2ccc(Cl)cc2)nc1CN1CCC(C(=O)NCC2CCCO2)CC1 (stereo not given)	0.6	64	9%	16	778	i	8	-14%	9%	0.2%	5%	16%
COc1ccccc1NS(=O)(=O)c1cc(-c2cnc(C3CC3)o2)ccc1C	2.7	45	-6%	-17	693	i	32	-3%	-1%	-0.4%	5%	12%
Cc1ccc(OCCOCCn2cnc3ccccc3c2=O)cc1C	0.2	23	-4%	-10	639	i	38	-6%	5%	0.5%	·	-14%
Cc1cc(C(=O)NC2CCCN(Cc3ccc(Cl)cc3)C2)n(C)n1 (stereo not given)	1.8	61	9%	4	661	i	66	-10%	10%	0.2%	7%	0%
Cc1ccc(C(=O)N/C(=C\c2ccco2)C(=O)NCCc2c[nH]c3ccccc23)cc1	-0.2	71	4%	-11	682	i	2	-10%	13%	-0.1%	7%	0%
COc1ccc(/C=N/Nc2nc(C)c([N+](=O)[O-])c(N(C)c3ccccc3)n2)cc1OC	18	30	0%	·	·	i	42	-2%	12%	-0.2%	6%	7%
CCC(=O)Nc1cccc(-c2nc3ccc(C)cc3o2)c1	5.0	54	7%	5	850	i	65	-8%	6%	-0.1%	10%	5%
Fc1ccccc1Nc1nc2ccccc2o1	1.6	76	-9%	-10	784	i	47	-10%	6%	-0.3%	3%	2%
Cc1cccc(NC(=O)CN2CCN(C(=O)C3CCCO3)CC2)c1C (stereo not given)	-0.3	43	12%	8	810	i	22	-7%	12%	0.0%	6%	-5%
CCCCc1ccc(NC(=O)N2CCNC(=O)C2CC(=O)Nc2ccsc2C(=O)OC)cc1 (stereo not given)	8.1	42	6%	-10	738	i	38	5%	12%	-0.1%	-9%	-17%
CN1CCN(c2ccc(C(=O)c3ccc(Br)cc3)cc2[N+](=O)[O-])CC1	-1.0	78	-4%	-4	689	i	47	0%	12%	0.1%	-2%	-7%
CC(=O)Nc1ccc(OCC[n+]2cccc(C(N)=O)c2)cc1	-0.3	79	4%	12	685	i	28	-5%	15%	-0.4%	·	4%
CCCCC(=O)NC(=S)Nc1ccc(Cl)c(C(=O)O)c1	1.6	99	15%	11	647	i	46	-6%	27%	-0.1%	3%	13%
CCOC(=O)c1ccc(NC(=O)CSc2ccc(-c3cccnc3)nn2)cc1	2.1	58	-1%	-2	709	i	34	-3%	4%	-0.4%	7%	-3%
CCc1c(O)nc2ccccn2c1=O	2.6	45	-2%	22	629	i	48	-9%	11%	-0.3%	3%	1%
C=CCc1ccc(OCC(O)COc2ccc(CC=C)cc2OC)c(OC)c1	10	51	-2%	25	853	i	39	-1%	7%	-0.1%	6%	-18%
O=C(CN1CCCCC1)Nc1cccc(Oc2ccccc2)c1	0.2	68	-5%	-29	817	i	37	-2%	7%	-0.1%	6%	-12%
